KOR beta-arrestin-1: KOR antagonists, beta-arrestin recruitment, cell-based, luminescence, uHTS (AID 1778); KOR beta-arrestin recruitment, luminescence, antagonist mode; higher % means a stronger effect; inhibition, % at 10 µM; hits with a dose series show IC50 in µM; hit rate 0.091% among 290,000; also: strong numbers were not always called active
Yfh1-depleted yeast: mitochondrial function rescue without frataxin homolog – Friedreich's ataxia, plus single-dose screen, dose response (AID 1465); S. cerevisiae Yfh1-off respiration, WST-1 reduction, 72 h; higher fold induction means a stronger effect; one-dose fold induction at 50 µM; EC50 in µM for titrated hits; hit rate 0.074% among 220,000;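 active = fold induction of absorbance versus untreated yeast above a set limit, then at least 30% activation at any dose in follow-up; inconclusive = repeats straddling the limit, or above it without dose testing; inactive = fold induction below the set limit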;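 also: activators that raise dye reduction in frataxin-depleted yeast; strong numbers were not always called active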
HEK293 NOD2/NF-kB: inhibition of NOD2-driven NF-kB reporter – cell-based, luminescence, uHTS, HEK293 (AID 1566); HEK293 NOD2/NF-kB luciferase reporter, luminescence; higher % means a stronger effect; inhibition, % at 4 µM, or EC50 in µM where a hit was titrated; hit rate 0.63% among 290,000; also: many of its hits are not listed in these tables
HIV fusion peptide: cell-free HIV fusion peptide-binding blockers – biochemical, uHTS, fluorescence dequenching, primary screen (AID 1986); cell-free peptide binding, fluorescence dequenching, 30 min; higher % means a stronger effect; inhibition, % at 20 µM, or IC50 in µM where a hit was titrated; hit rate 0.3% among 290,000; in the data active = inhibition mostly above about 52%, no sharp cut-off; inactive = mostly below about 76%; also: some results filed as inactive read as strong as hits
NOD1 inhibition: inhibition of NOD1-driven NF-kB reporter – cell-based, luminescence, uHTS, primary screen (AID 1578). NOD1-driven NF-kB luciferase reporter cells, luminescence; higher % means a stronger effect. inhibition, % at 4 µM; hits with a dose series show EC50 in µM. hit rate 1% among 290,000; in the data active = inhibition mostly above about 36%, no sharp cut-off; inactive = mostly below about 34%;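 also: HEK-293T reporter cells stimulated with the NOD1 agonist gamma-tri-DAP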
AID2073: inhibitors of Mint1-CaV2.2 protein interaction, biochemical, HTRF (AID 2073). HTRF protein-protein interaction, Mint1-CaV2.2; higher % means a stronger effect. hit rate 0.19% among 290,000. inhibition, % at 20 µM, or IC50 in µM where a hit was titrated; in the data active = inhibition mostly above about 51%, no sharp cut-off; inconclusive = no clear call, values can overlap the other calls; inactive = mostly below about 53%; also: some results filed as inactive read as strong as hits
KOR beta-arrestin-2: KOR agonists, beta-arrestin recruitment, primary screen, cell-based, luminescence, uHTS (AID 1777); KOR beta-arrestin recruitment, luminescence; higher % means a stronger effect; activation, % at 10 µM; hits with a dose series show EC50 in µM; hit rate 0.02% among 280,000; in the data active = activation above about 50%, passing the limit was not always enough; also: a part of the inactive calls stands beside numbers as strong as those of hits
West Nile virus CPE: West Nile virus antiviral activity, cell-based, CPE readout (AID 1621); West Nile virus-infected cells, CPE inhibition; higher % means a stronger effect; one-dose CPE inhibition, % at 10 µM; IC50 in µM for titrated hits; hit rate 0.02% among 290,000; in the data active = a potency from the dose series; inconclusive = CPE inhibition mostly from about 3.7% at the one dose, without a potency; inactive = the rest, 99 in 100 with CPE inhibition below about 2.2%; also: strong numbers were not always called active
Dengue-2 NS5 capping: flavivirus cap methylation enzyme inhibition – biochemical, confirmation dose response, primary screen (AID 588689); Dengue-2 NS5 methyltransferase capping enzyme assay, biochemical; higher % means a stronger effect; inhibition, % at 25 µM, or IC50 in µM where a hit was titrated; hit rate 0.3% among 340,000; in the data active = a potency from the dose series; inconclusive = inhibition above about 29% without an active follow-up result
Dengue-2 NS5 capping pilot replicate: recorded beside Dengue-2 NS5 capping, whose call it bears; inhibition, %; measured here: pilot screen replicate inhibition
* = called active by the depositor; i = inactive; ? = inconclusive; nt = not tested or not shown; [ ] = remark or other dose. Rule as the data show it, unless noted: active = inhibition above about 50%; inactive = the rest. Only part of the results is shown. The share of hits here may be higher or lower than overall.

SMILES | KOR beta-arrestin-1 | Yfh1-depleted yeast | HEK293 NOD2/NF-kB | HIV fusion peptide | NOD1 inhibition | AID2073 | KOR beta-arrestin-2 | West Nile virus CPE | Dengue-2 NS5 capping | others
Cc1cn(-c2ccc(Br)cc2)[nH]c1=O | -15% | i | -38% | -3.0% | -32% | 6% | -4.9% | 0.1% | 3%
COC(=O)c1sccc1NC(=O)Cc1ccc(OC)cc1 | 1% | i | 1% | 0.3% | -50% | 1% | 0.5% | 0.9% | -1%
O=C(NC(=S)Nc1cccc2cccnc12)c1ccccc1 | -34% | i | 12% | -3.9% | -3% | -12% | 2.4% | 0.1% | -12%
C=CCN1CCN(C(=O)c2oc3ccccc3c2C)CC1 | 2% | nt | -26% | -0.6% | -38% | 15% | -6.3% | 0.5% | 2%
Cc1cc(N2C(=O)C(O)=C(C(=O)c3cc4ccccc4o3)C2c2ccc([N+](=O)[O-])cc2)no1 (configuration not stated) | 39% | nt | 10% | 47% | -6% | 11% | 3.5% | 0.4% | 16%
CC(=O)N/C(=C\c1ccccc1)C(=O)OCCCOC(=O)/C(=C/c1ccccc1)NC(C)=O | -6% | nt | 4% | -1.1% | -31% | 5% | -3.3% | -0.3% | 6%
COc1ccc(NC(=O)CNC(=O)Cn2cnc3sc(C)c(C)c3c2=O)cc1OC | -6% | nt | 4% | -0.6% | -12% | 4% | -0.5% | 1.9% | -8%
Cc1ccc(N2C(=O)CC(SCC(=O)Nc3ccc(S(N)(=O)=O)cc3)C2=O)cc1 (configuration not stated) | -11% | i | -19% | -0.4% | -32% | -18% | 1.3% | -0.1% | -3%
COc1cccc(Nc2nc(N)c([N+](=O)[O-])c(NCc3ccco3)n2)c1 | 23% | i | -25% | -1.9% | -7% | -2% | 4.5% | 0.0% | nt
O=C1CCCCC/C1=N/Nc1ccc(OCc2ccccc2)cc1 | 13% | i | -62% | -0.9% | -6% | -34% | -4.3% | -0.2% | -10%
CCNC(=O)COc1cccc2ccccc12 | -9% | i | -8% | -0.6% | -30% | -2% | 1.3% | 0.2% | -6% | Dengue-2 NS5 capping pilot replicate=-6.4
CC(O)CNCCCOc1ccccc1OCc1ccccc1 (configuration not stated) | 27% | i | 3% | -0.9% | -31% | -9% | -6.4% | -0.7% | -2%
CC1CCCC(C)N1CCCNC(=O)C(=O)Nc1ccc2nc3n(c(=O)c2c1)CCCCC3 (configuration not stated) | -27% | nt | 3% | 1.7% | -18% | 0% | 2.8% | 0.4% | -2%
CCCCCCCCC(=O)NNC(=O)c1c(O)c2ccccc2n(CCC)c1=O | -8% | i | 19% | 1.5% | -3% | 14% | 5.8% | -1.0% | 1%
OCC1(Cc2ccc(Cl)cc2)CCN(CC2CC=CCC2)CC1 (configuration not stated) | -12% | i | 6% | -0.8% | -11% | 10% | -5.9% | -0.6% | -2%
CCOc1ccc2nc(N3CCCC(C(=O)N4CCN(CC)CC4)C3)sc2c1 (configuration not stated) | -21% | i | 5% | -0.6% | -1% | 3% | 2.2% | -0.1% | -3%
COC(=O)CSc1nn(-c2ccc(F)cc2)c(=S)s1 | -2% | i | 11% | -0.5% | -25% | 20% | -1.6% | -0.1% | -2%
CCCCc1ccc(-c2csc(/C(C#N)=C\c3ccco3)n2)cc1 | -29% | i | -7% | 58%* | -27% | 58%* | -2.1% | 0.2% | -22%
Cc1nc2ccccn2c1C(=O)Nc1ccc(Cl)cc1 | -24% | i | -40% | -0.6% | -19% | -7% | -1.1% | -0.8% | -1%
COc1ccc(-c2nnc(CSc3nc4ccccc4c(=O)n3CC(C)C)o2)cc1OC | 12% | i | 6% | -3.3% | -7% | 2% | -2.7% | -0.4% | 1%

Three entries already listed, arranged by length of the SMILES, descending.
SMILES | KOR beta-arrestin-1 | Yfh1-depleted yeast | HEK293 NOD2/NF-kB | HIV fusion peptide | NOD1 inhibition | AID2073 | KOR beta-arrestin-2 | West Nile virus CPE | Dengue-2 NS5 capping | others
Cc1ccc(N2C(=O)CC(SCC(=O)Nc3ccc(S(N)(=O)=O)cc3)C2=O)cc1 (configuration not stated) | -11% | i | -19% | -0.4% | -32% | -18% | 1.3% | -0.1% | -3%
CCOc1ccc2nc(N3CCCC(C(=O)N4CCN(CC)CC4)C3)sc2c1 (configuration not stated) | -21% | i | 5% | -0.6% | -1% | 3% | 2.2% | -0.1% | -3%
COC(=O)c1sccc1NC(=O)Cc1ccc(OC)cc1 | 1% | i | 1% | 0.3% | -50% | 1% | 0.5% | 0.9% | -1%

More records follow:
SMILES | KOR beta-arrestin-1 | Yfh1-depleted yeast | HEK293 NOD2/NF-kB | HIV fusion peptide | NOD1 inhibition | AID2073 | KOR beta-arrestin-2 | West Nile virus CPE | Dengue-2 NS5 capping | others
Cc1ccc(S(=O)(=O)N2CCOCC2)c(C)c1NS(C)(=O)=O | -14% | i | -3% | 2.3% | -17% | -5% | 11% | -0.1% | -4%
CCOC(=O)Nc1ccc2c(c1)N(C(=O)CN1CCN3CCCC3C1)c1ccccc1CC2 (configuration not stated) | 6% | i | 9% | -1.4% | -11% | -8% | -2.3% | 0.3% | -2% | Dengue-2 NS5 capping pilot replicate=-2.3
O=C(COC(=O)/C=C/c1ccco1)NCCc1ccccc1 | 0% | i | 22% | 2.1% | -10% | 14% | -5.4% | 0.0% | -5%
CSc1ccc(C(=S)N2CCN(Cc3ccccc3)CC2)cc1 | 4% | i | 6% | 0.4% | -3% | 2% | 1.8% | -0.5% | -2% | Dengue-2 NS5 capping pilot replicate=-3.3
O=C1CCN(Cc2ccc(Br)cc2)CCN1CCO | -27%[20 µM] | nt | -6% | 1.9% | -34% | 7% | -3.4% | 0.3% | 0%
CS(=O)(=O)c1ccc(SCC(=O)NC2CCS(=O)(=O)C2)c([N+](=O)[O-])c1 (configuration not stated) | 32% | i | 13% | 5.5% | -4% | 0% | -4.8% | 0.1% | 1%
N#Cc1c(-n2cccc2)cccc1-n1cccc1 | -8% | i | 2% | 0.3% | -19% | 4% | -0.2% | 0.3% | 7%
COc1cc(/C=C2\C(=N)N3N=C(S(C)(=O)=O)SC3=NC2=O)ccc1OC(=O)c1cccs1 | -34% | nt | 0% | 12µM* | -23% | 14% | 3.0% | 0.5% | -14%
O=C1C=C(N2CCN(C(=O)c3ccccc3)CC2)C2(CCCCC2)O1 | 9% | i | 0% | -1.8% | 5% | -12% | -2.2% | 0.1% | 3%
O=C(N/N=C/c1ccc(O)c(O)c1O)/C(=C/c1ccc([N+](=O)[O-])cc1)NC(=O)c1ccccc1 | 8% | >100µM* | 3% | 33% | 9% | 12% | -0.6% | 0.6% | ?
O=C(Cc1ccccc1[N+](=O)[O-])NCCc1ccc(F)cc1 | 24%[20 µM] | nt | 10% | 1.4% | -14% | -3% | -4.0% | -1.2% | -3%
CCc1nnc(NS(=O)(=O)c2ccc(NC(=S)NC(=O)c3ccc(Br)cc3)cc2)s1 | 5% | i | 15% | 26% | 28% | 1% | 5.1% | 0.9% | 16%
COc1ccc(NC(=O)CSc2nc(NS(=O)(=O)c3ccc(C)cc3)cc(=O)[nH]2)cc1 | 10% | i | 0% | 2.8% | -19% | -7% | 4.4% | -0.1% | 2%
COc1cccc(NC(=S)N(CCCN2CCN(C)CC2)Cc2ccco2)c1 | -5% | i | 12% | -1.0% | -32% | -14% | -2.8% | 0.6% | -2%
CC(=O)N(C)c1ccc(N=NC2C(=O)N(C(N)=S)N=C2C)cc1 (configuration not stated) | 8%[20 µM] | nt | -75% | 8.0% | 37% | -22% | 2.8% | 0.3% | 0%
C[n+]1nc(Nc2cccc(F)c2)sc1-c1ccc(C(=O)O)cc1 | 20% | i | 8% | -0.9% | -7% | -4% | 9.2% | 0.4% | nt
CCOCCCN1CC(=O)N2[C@@H](Cc3c([nH]c4ccccc34)C2(C)C)C1=O | 4% | nt | -10% | -1.4% | -13% | 6% | -1.4% | 0.2% | -3%
O=C(CSc1ccc(-c2ccccn2)nn1)c1ccccc1 | -1% | i | -18% | -0.8% | -24% | -10% | -3.8% | -1.2% | -12%
CC1CN(C(=O)Cn2c(=O)oc3ccccc32)CC(C)O1 (configuration not stated) | -3% | nt | 0% | 4.0% | -46% | 2% | 0.7% | -0.3% | 0%
O=C(N/N=C/c1ccc2c(c1)OCO2)C1COc2ccccc2O1 (configuration not stated) | 13% | i | -19% | -2.8% | 14% | 10% | 0.8% | -0.3% | -2%
S=c1[nH]nc(COc2ccc(Cl)cc2)n1C1CCCCC1 | 0% | i | -2% | 2.0% | -32% | -21% | 6.9% | -0.6% | -8%
CCOC(=O)N1CCN(c2cc3nccnc3cc2F)CC1 | 3% | i | 14% | -1.7% | 12% | 8% | -0.4% | 0.1% | -4%
O=C1/C(=C/c2cccs2)SC(=S)N1CCC(=O)N1CCCCC1CCO (configuration not stated) | 12% | nt | -20% | -0.3% | 1% | -18% | -5.1% | ? | -1%
CC(=O)NN1C(=O)c2ccccc2NC1c1ccccc1F (configuration not stated) | 2% | nt | 1% | 0.4% | -11% | 14% | 0.9% | -0.3% | -7%
Cc1ccc(C(=O)NC(=S)N(C)C2CCCCC2)cc1 | -1% | nt | -24% | 0.1% | -35% | -8% | 1.9% | 1.0% | -8%
COc1ccc(S(=O)(=O)N(CC(=O)NCc2cccnc2)Cc2ccccc2)cc1 | -17% | i | 14% | 0.7% | -30% | -5% | 2.8% | -0.6% | -3%
c1ccc(-c2nnc(-c3ccncc3)nc2-c2ccccc2)cc1 | -23%[20 µM] | i | 34% | -4.1% | 32% | 2% | -3.0% | 0.0% | 1%
N#Cc1c(N)nc2c(c1-c1ccc3c(c1)OCO3)CCCCCC2 | -16% | i | -1% | 0.2% | 4% | 0% | 3.9% | 0.3% | 2%
O=C(COC(=O)c1ccc2c(c1)C(=O)N(Cc1ccncc1)C2=O)Nc1ccccc1[N+](=O)[O-] | -3% | i | 4% | 0.5% | -23% | 22% | 2.7% | -0.6% | 3%
Nc1nonc1-n1nnc(C(=O)N/N=C/c2ccoc2)c1-c1ccccc1 | -2% | nt | 9% | -1.2% | -16% | 8% | -2.5% | -0.1% | -12%
Cc1sc2ncn(CC(=O)N3CCN(c4ccccn4)CC3)c(=O)c2c1S(=O)(=O)N1CCC(C)CC1 | -78% | nt | 2% | 1.6% | 11% | 1% | 6.4% | -0.7% | -5%
Cc1cc(C(F)(F)F)nc(SCC(=O)NC2CCCCC2)n1 | -8% | nt | 4% | 0.5% | -30% | 2% | -3.1% | -0.7% | -6%
CCOC(=O)N1CCN(c2nc(-c3ccccc3)c3ccccc3n2)CC1 | 9% | nt | 35% | 1.1% | -10% | 5% | -4.4% | -0.4% | -4%

Retrieved by structure from above:
SMILES | KOR beta-arrestin-1 | Yfh1-depleted yeast | HEK293 NOD2/NF-kB | HIV fusion peptide | NOD1 inhibition | AID2073 | KOR beta-arrestin-2 | West Nile virus CPE | Dengue-2 NS5 capping | others
CC1CN(C(=O)Cn2c(=O)oc3ccccc32)CC(C)O1 (configuration not stated) | -3% | nt | 0% | 4.0% | -46% | 2% | 0.7% | -0.3% | 0%
CSc1ccc(C(=S)N2CCN(Cc3ccccc3)CC2)cc1 | 4% | i | 6% | 0.4% | -3% | 2% | 1.8% | -0.5% | -2% | Dengue-2 NS5 capping pilot replicate=-3.3

Screens from PubChem BioAssay.
